High-throughput results as filed in PubChem BioAssay.
KCNK9 inh: KCNK9 potassium channel inhibitors, primary screen, HEK293 cells, thallium flux | hit rate 1.2% among 310,000 | FluxOR thallium flux fluorescence; stronger effect = lower value | Potassium channel subfamily K member 9 (Homo sapiens), Q9NPC2 | B-score at 10 µM;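 active = ratio B-score over 3 SD below the library mean, with starting fluorescence within 5 SD of its mean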;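 also: negative B-score means less thallium flux so channel inhibition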
Platelet DG rel: inhibitors of platelet dense granule secretion, primary screen, cell-based, MLPCN, human platelets; inhibition, %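 (compounds screened at 7.5 µM in platelet-rich plasma)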; human platelet-rich plasma, SFLLRN dense granule ATP release, luminescence; AID 1663, 2009; hit rate 0.22% among 300,000;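 active = mean replicate score, as percent of positive control, at or above 50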
TRPC4 inh: inhibitors of mouse TRPC4 channel, primary screen, Fluo4 calcium, HEK293 TRPC4beta/mu-opioid cells; DAMGO-evoked Fluo4 calcium flux; stronger effect = lower value; B-score at 10 µM; hit rate 0.39% among 300,000; AID 2247, 2010;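 active = B-score over 3 SD under the library average, no early fluorescence shift, positive overall ratio signal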
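Material: HEK293 cells with stable TRPC4beta plus mu-opioid receptor expression; probe or stimulus: DAMGO in two steps, submaximal then maximal; technique: Fluo4 calcium fluorescence by kinetic imaging, 5 s 1 Hz baseline; measure: integrated fluorescence ratio relative to baseline, converted to per-well B score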
TRPC4 potent: positive allosteric modulators of TRPC4, primary screen, cell-based, mouse TRPC4beta, HEK293 mu-opioid, Fluo-4 calcium. hit rate 0.42% among 310,000. Short transient receptor potential channel 4 (Mus musculus), Q9QUQ5. B-score at 10 µM. AID 2227, 2009. DAMGO EC20, Fluo-4 Ca2+ flux; stronger effect = higher value;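 active = B-score of calcium response area above 5 SD of library B-scores, with initial fluorescence ratio within 5 SD of library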;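 also: B-score of integrated fluorescence ratio over time as area under calcium response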
KCNK3 block: human KCNK3 channel inhibitors, primary screen, CHO cells, FluxOR thallium flux, B-score. FluxOR fluorescence; stronger effect = lower value. Potassium channel subfamily K member 3 (Homo sapiens), O14649. hit rate 0.84% among 340,000. AID 602410, 2012. B-score at 10 µM;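 active = B-score under library mean minus 4 SD, starting fluorescence ratio at most library mean plus 5 SD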;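 also: more negative B-score means stronger inhibition of thallium flux through KCNK3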
Target sequence (O14649 whole entry, looked up): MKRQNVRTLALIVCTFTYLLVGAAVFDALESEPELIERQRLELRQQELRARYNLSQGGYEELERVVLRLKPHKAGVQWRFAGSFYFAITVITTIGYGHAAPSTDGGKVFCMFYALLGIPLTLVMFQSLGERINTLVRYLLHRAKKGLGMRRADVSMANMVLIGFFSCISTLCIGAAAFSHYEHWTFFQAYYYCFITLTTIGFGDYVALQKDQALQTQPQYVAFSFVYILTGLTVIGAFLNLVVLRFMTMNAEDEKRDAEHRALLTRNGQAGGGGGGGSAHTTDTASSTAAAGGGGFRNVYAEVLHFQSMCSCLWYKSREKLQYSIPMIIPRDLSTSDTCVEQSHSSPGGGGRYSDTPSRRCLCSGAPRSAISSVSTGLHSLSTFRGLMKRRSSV
KCNQ1 pot: potentiators or activators of KCNQ1 channel, primary screen, cell-based, thallium flux, high-throughput. Potassium voltage-gated channel subfamily KQT member 1 (Homo sapiens), P51787. CHO-K1 KCNQ1, thallium flux FluxOR fluorescence; stronger effect = higher value. B-score at 10 µM. hit rate 0.35% among 310,000. AID 2648, 2010;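 active = fluorescence ratio B-score, a plate-corrected score, at least three library SD, with initial intensity B-score within 5 SD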
Target sequence (P51787 whole entry, looked up): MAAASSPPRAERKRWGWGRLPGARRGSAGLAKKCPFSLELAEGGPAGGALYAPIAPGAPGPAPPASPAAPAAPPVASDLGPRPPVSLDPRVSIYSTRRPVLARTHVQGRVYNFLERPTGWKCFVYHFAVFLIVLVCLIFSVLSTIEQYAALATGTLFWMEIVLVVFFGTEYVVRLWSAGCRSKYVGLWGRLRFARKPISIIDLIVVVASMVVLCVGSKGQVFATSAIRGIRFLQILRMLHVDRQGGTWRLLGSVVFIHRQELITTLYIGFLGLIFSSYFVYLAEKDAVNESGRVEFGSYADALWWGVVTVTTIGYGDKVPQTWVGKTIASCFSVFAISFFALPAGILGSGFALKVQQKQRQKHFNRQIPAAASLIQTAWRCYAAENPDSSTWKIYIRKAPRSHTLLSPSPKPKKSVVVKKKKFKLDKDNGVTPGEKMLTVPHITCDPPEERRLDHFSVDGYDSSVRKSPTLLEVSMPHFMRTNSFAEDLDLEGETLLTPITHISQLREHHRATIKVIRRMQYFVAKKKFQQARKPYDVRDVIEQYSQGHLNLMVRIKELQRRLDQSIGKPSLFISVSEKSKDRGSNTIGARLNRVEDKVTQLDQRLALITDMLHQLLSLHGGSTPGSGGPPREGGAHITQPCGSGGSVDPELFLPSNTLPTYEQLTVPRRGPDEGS
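Material: CHO-K1 cells stably expressing KCNQ1. Medium: assay buffer for compound exposure, DMSO matched across wells. Reagent: K+/Tl+ depolarizing stimulus. Compound dosing: single-concentration screen. Times: 37 °C overnight plating, 90-min dark dye load, 20-min compound pretreatment. Technique: FluxOR Tl+ flux fluorescence.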
KCNQ1 block: inhibitors of human KCNQ1 channel, primary screen, cell-based, thallium flux, high-throughput; Potassium voltage-gated channel subfamily KQT member 1 (Homo sapiens), P51787; CHO-K1 KCNQ1, FluxOR thallium flux fluorescence; stronger effect = higher value; hit rate 1.3% among 310,000; B-score at 10 µM; AID 2642, 2010;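 active = compounds whose thallium flux B-score, printed positive for inhibition, exceeds three library SD while starting fluorescence stays within three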;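 also: channel opened by potassium depolarization with thallium stimulus after 20 min compound exposure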
PolyA inhibitor: polyadenylation inhibitors in yeast reporter cells, primary screen, luminescence, S. cerevisiae | hit rate 0.02% among 300,000 | calls only at 12 µM | S. cerevisiae SKY197-pL101 polyadenylation reporter, beta-gal luminescence; efflux-impaired pdr1/pdr3 knockout yeast; score 100 = 6 SD above DMSO | AID 1875, 2009;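 active = lowest replicate activity score at least 50, where 100 means six control SD above control mean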;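 also: yeast exposed to compound for 9 h at 30 °C; higher score means more reporter readthrough which indicates perturbed polyadenylation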
DYRK1A inh: rat Dyrk1A kinase inhibitors, primary screen, biochemical, single point, plate reader | ADP-Glo luminescence, NFATc1 peptide | inhibition, % at 12.5 µM | AID 504441, 2011 | hit rate 0.43% among 310,000; in the data active = inhibition above about 50%;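 also: plate controls were vehicle with enzyme for no effect and no enzyme for full effect; many of its hits are not listed in these tables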
hERG protect: hERG rescue from dofetilide block, primary screen, cell-based, CHO-hERG, FluxOR thallium flux, dofetilide IC70. activation (rescue from dofetilide block), less the hit threshold, % at 10 µM. dofetilide IC70 present. hit rate 0.51% among 310,000. AID 1511, 2009. Voltage-gated inwardly rectifying potassium channel KCNH2 (Homo sapiens), Q12809;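 active = activation above the mean of controls blocked by dofetilide plus 5 SD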;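 also: thallium influx through hERG after potassium depolarization seen as dye fluorescence rise; in these data hits start at about 4.7%; inactives centre near -7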
TRPC4 act: activators of mouse TRPC4 channel, primary screen, Fluo4 calcium, HEK293 TRPC4beta/mu-opioid cells; Short transient receptor potential channel 4 (Mus musculus), Q9QUQ5; hit rate 0.49% among 310,000; B-score at 10 µM; Fluo4 calcium fluorescence; stronger effect = higher value;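 active = B-score above 5 SD of library B-scores, and initial fluorescence ratio not above library mean plus 5 SD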;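 also: positive B-score marks a calcium rise read as TRPC4 activation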
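Test system: HEK293 cells stably co-expressing mouse TRPC4beta and mu-opioid receptor | Schedule: Fluo4 dye loading 45 min at room temperature, 110 s recording | Measured by: Kinetic Fluo4 calcium fluorescence, 5 s baseline at 1 Hz | Evaluation: B score of integrated ratio | Controls: Buffer (low) and maximal DAMGO (high)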
* marks the source's active call; other numbers are inactive results.

What do the screens show for `CCOc1ccc(NC(=O)C2CCCN2S(=O)(=O)c2ccc3c(c2)C(C)(C)C(=O)N3C)cc1` (configuration not stated)?
KCNK9 inh: inactive; Platelet DG rel: -1; TRPC4 inh: inactive; TRPC4 potent: inactive; KCNK3 block: inactive; KCNQ1 pot: inactive; KCNQ1 block: inactive; PolyA inhibitor: inactive; DYRK1A inh: 3; hERG protect: -11; TRPC4 act: inactive

How did OCCCc1nc2n(n1)C(c1cccs1)C=C(c1ccc(Br)cc1)N2 (configuration not stated) do in these assays?
KCNK9 inh: inactive; Platelet DG rel: 17; TRPC4 inh: inactive; TRPC4 potent: inactive; KCNQ1 pot: inactive; KCNQ1 block: inactive; PolyA inhibitor: inactive; hERG protect: -51; TRPC4 act: inactive

What do the screens show for `Cc1nn(CCCC(=O)Nc2cnn(Cc3ccc(F)cc3)c2)c(C)c1[N+](=O)[O-]`?
KCNK9 inh: inactive; Platelet DG rel: -6; TRPC4 inh: inactive; TRPC4 potent: inactive; KCNK3 block: inactive; KCNQ1 pot: inactive; KCNQ1 block: inactive; PolyA inhibitor: inactive; DYRK1A inh: 4; hERG protect: -12; TRPC4 act: inactive

Results for NS(=O)(=O)c1ccc(NN=C2CCCCC2)c([N+](=O)[O-])c1 ?
KCNK9 inh: inactive; Platelet DG rel: -27; TRPC4 inh: inactive; TRPC4 potent: inactive; KCNK3 block: inactive; KCNQ1 pot: inactive; KCNQ1 block: inactive; PolyA inhibitor: inactive; DYRK1A inh: 1; hERG protect: -7; TRPC4 act: inactive

Results for CCOc1cc(N2CCOCC2)c(OCC)cc1NC(=O)COC(=O)c1ccccc1C ?
KCNK9 inh: inactive; Platelet DG rel: -1; TRPC4 inh: inactive; TRPC4 potent: inactive; KCNK3 block: inactive; KCNQ1 pot: inactive; KCNQ1 block: inactive; PolyA inhibitor: inactive; DYRK1A inh: 4; hERG protect: -9; TRPC4 act: inactive

How did Cc1ccc(S(=O)(=O)CCC(=O)NCCc2ccccc2)cc1 do in these assays?
KCNK9 inh: inactive; Platelet DG rel: 8; TRPC4 inh: inactive; TRPC4 potent: inactive; KCNK3 block: inactive; KCNQ1 pot: inactive; KCNQ1 block: inactive; PolyA inhibitor: inactive; DYRK1A inh: -1; hERG protect: -8; TRPC4 act: inactive

How did Cn1cnc(S(=O)(=O)NCc2ccccc2)c1 do in these assays?
KCNK9 inh: inactive; Platelet DG rel: -1; TRPC4 inh: inactive; TRPC4 potent: inactive; KCNK3 block: inactive; KCNQ1 pot: inactive; KCNQ1 block: inactive; PolyA inhibitor: inactive; DYRK1A inh: -1; hERG protect: -10; TRPC4 act: inactive

What do the screens show for `CC1CCN(CCCCOc2ccc(C(C)(C)C)cc2)CC1`?
KCNK9 inh: inactive; Platelet DG rel: 0; TRPC4 inh: inactive; TRPC4 potent: inactive; KCNK3 block: inactive; KCNQ1 pot: inactive; KCNQ1 block: inactive; PolyA inhibitor: inactive; DYRK1A inh: -4; hERG protect: -12; TRPC4 act: inactive

How did COc1ccccc1CCn1c(N)c(C#N)c2nc3ccccc3nc21 do in these assays?
KCNK9 inh: inactive; Platelet DG rel: -1; TRPC4 inh: inactive; TRPC4 potent: inactive; KCNK3 block: inactive; KCNQ1 pot: inactive; KCNQ1 block: inactive; PolyA inhibitor: inactive; hERG protect: 1; TRPC4 act: inactive

Results for CC(C)[C@H](NC(=O)OC(C)(C)C)c1nnc(SCC(=O)Nc2ccc(Br)cc2)o1 ?
KCNK9 inh: inactive; Platelet DG rel: -1; TRPC4 inh: inactive; TRPC4 potent: inactive; KCNK3 block: inactive; KCNQ1 pot: inactive; KCNQ1 block: 6*; PolyA inhibitor: inactive; DYRK1A inh: 10; hERG protect: -19; TRPC4 act: inactive

How did COC(=O)c1sc(N2C(=O)C(=O)/C(=C(/O)c3ccc(C)cc3)C2c2ccco2)nc1C (configuration not stated) do in these assays?
KCNK9 inh: inactive; Platelet DG rel: 10; TRPC4 inh: inactive; TRPC4 potent: inactive; KCNQ1 pot: inactive; KCNQ1 block: inactive; PolyA inhibitor: inactive; hERG protect: -5; TRPC4 act: inactive

How did CC(=O)N1c2ccccc2C(C)(C)C2CCC(C)CC21 (configuration not stated) do in these assays?
KCNK9 inh: inactive; Platelet DG rel: -2; TRPC4 inh: inactive; TRPC4 potent: inactive; KCNK3 block: inactive; KCNQ1 pot: inactive; KCNQ1 block: inactive; PolyA inhibitor: inactive; DYRK1A inh: 0; hERG protect: -11; TRPC4 act: inactive

What do the screens show for `Cc1ccc(C(=O)NC(=S)NNC(=O)CCN2CCOCC2)cc1`?
KCNK9 inh: inactive; Platelet DG rel: -4; TRPC4 inh: inactive; TRPC4 potent: inactive; KCNK3 block: inactive; KCNQ1 pot: inactive; KCNQ1 block: inactive; PolyA inhibitor: inactive; DYRK1A inh: -3; hERG protect: -8; TRPC4 act: inactive

How did COc1cccc(-c2nn(C)c3sc(C(=O)NCCCN(C)Cc4ccccc4)cc23)c1 do in these assays?
KCNK9 inh: inactive; Platelet DG rel: 10; TRPC4 inh: inactive; TRPC4 potent: inactive; KCNK3 block: inactive; KCNQ1 pot: inactive; KCNQ1 block: inactive; PolyA inhibitor: inactive; DYRK1A inh: 28; hERG protect: -11; TRPC4 act: 57*

How did CCC1=Nc2cc(C(=O)NCc3cccnc3)ccc2Sc2ccc(C)cc21 do in these assays?
KCNK9 inh: inactive; Platelet DG rel: 5; TRPC4 inh: inactive; TRPC4 potent: inactive; KCNK3 block: inactive; KCNQ1 pot: inactive; KCNQ1 block: inactive; PolyA inhibitor: inactive; DYRK1A inh: -8; hERG protect: -14; TRPC4 act: inactive

How did Cc1ccc(CNC(=O)COC(=O)c2cnccn2)cc1 do in these assays?
KCNK9 inh: inactive; Platelet DG rel: -7; TRPC4 inh: inactive; TRPC4 potent: inactive; KCNK3 block: inactive; KCNQ1 pot: inactive; KCNQ1 block: inactive; PolyA inhibitor: inactive; DYRK1A inh: -1; hERG protect: -5; TRPC4 act: inactive

Results for Cc1cc(Cl)c(S(=O)(=O)N2CCN(c3ccc(F)cc3)CC2)cc1OCC(N)=O ?
KCNK9 inh: inactive; Platelet DG rel: -3; TRPC4 inh: inactive; TRPC4 potent: inactive; KCNK3 block: inactive; KCNQ1 pot: inactive; KCNQ1 block: inactive; PolyA inhibitor: inactive; DYRK1A inh: 1; hERG protect: 6.0*; TRPC4 act: inactive

Results for CC(=O)c1sc(NC(=O)c2ccco2)nc1-c1ccccc1 ?
KCNK9 inh: inactive; Platelet DG rel: -7; TRPC4 inh: inactive; TRPC4 potent: inactive; KCNK3 block: inactive; KCNQ1 pot: inactive; KCNQ1 block: inactive; PolyA inhibitor: inactive; DYRK1A inh: 4; hERG protect: -14; TRPC4 act: inactive

Results for COc1ccc(C)cc1NC(=O)CN1CCN(C/C=C/c2ccccc2)CC1 ?
KCNK9 inh: inactive; Platelet DG rel: -7; TRPC4 inh: inactive; TRPC4 potent: inactive; KCNK3 block: inactive; KCNQ1 pot: inactive; KCNQ1 block: inactive; PolyA inhibitor: inactive; DYRK1A inh: 1; hERG protect: -25; TRPC4 act: inactive

Results for O=C(CSc1ncnc2c1oc1ccccc12)NCc1ccc(F)cc1 ?
KCNK9 inh: inactive; Platelet DG rel: 2; TRPC4 inh: inactive; TRPC4 potent: inactive; KCNK3 block: inactive; KCNQ1 pot: inactive; KCNQ1 block: inactive; PolyA inhibitor: inactive; DYRK1A inh: 8; hERG protect: -14; TRPC4 act: inactive

What do the screens show for `FC(F)(F)c1cnc(-n2cc[nH]c2=S)c(Cl)c1`?
KCNK9 inh: inactive; Platelet DG rel: 6; TRPC4 inh: inactive; TRPC4 potent: inactive; KCNK3 block: inactive; KCNQ1 pot: inactive; KCNQ1 block: inactive; PolyA inhibitor: inactive; DYRK1A inh: 5; hERG protect: -10; TRPC4 act: inactive

What do the screens show for `CC(C)(C)C(=O)Nc1ccc(C(=O)Nc2cccnc2)cc1`?
KCNK9 inh: inactive; Platelet DG rel: 0; TRPC4 inh: inactive; TRPC4 potent: inactive; KCNK3 block: inactive; KCNQ1 pot: inactive; KCNQ1 block: inactive; PolyA inhibitor: inactive; DYRK1A inh: 4; hERG protect: -6; TRPC4 act: inactive

Results for Cc1ccc(S(=O)(=O)N2CCC(C)CC2)cc1[N+](=O)[O-] ?
KCNK9 inh: inactive; Platelet DG rel: 12; TRPC4 inh: inactive; TRPC4 potent: inactive; KCNK3 block: inactive; KCNQ1 pot: inactive; KCNQ1 block: inactive; PolyA inhibitor: inactive; DYRK1A inh: -4; hERG protect: -5; TRPC4 act: inactive

How did COc1ccc(Cl)cc1NC(=O)CCCNC(=O)c1ccc(Cl)cc1 do in these assays?
KCNK9 inh: inactive; Platelet DG rel: -4; TRPC4 inh: inactive; TRPC4 potent: inactive; KCNK3 block: inactive; KCNQ1 pot: inactive; KCNQ1 block: inactive; PolyA inhibitor: inactive; DYRK1A inh: -5; hERG protect: -10; TRPC4 act: inactive

Results for Cc1ncc(CO)c(CO)c1O ?
KCNK9 inh: inactive; Platelet DG rel: 2; TRPC4 inh: inactive; TRPC4 potent: inactive; KCNK3 block: inactive; KCNQ1 pot: inactive; KCNQ1 block: inactive; PolyA inhibitor: inactive; DYRK1A inh: -6; hERG protect: 0; TRPC4 act: inactive

These rows are one share of the data. The share of hits here may be higher or lower than overall.
